BaF3 tox – parental Ba/F3 cell viability inhibition, counter-screen for JAK2V617F inhibitor project, murine pro-B, CellTiter-Glo luminescence. CellTiter-Glo ATP luminescence. inhibition, % at 5.6 µM. 220,000 tested, 1.1% active;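 active = inhibition above a per-campaign cutoff, the mean inhibition of all tested compounds plus 3 SD, cut at about 27% in these data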;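 also: 0% = DMSO wells and 100% = JAK Inhibitor I control wells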
NPY Y1 blocker – NPY-Y1 receptor antagonists, primary screen, cell-based; Neuropeptide Y receptor type 1 (Homo sapiens), P25929; HEK293-CNG Y1 cells, membrane potential fluorescence; NPY at EC95, then isoproterenol; inhibition, % at 3.6 µM; 200,000 tested, 1% active; AID 1040, 2008;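 active = inhibition above the campaign mean inhibition of all tested compounds plus 3 SD, cut at about 20% in these data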;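 also: 0% = DMSO wells given NPY plus isoproterenol and 100% = isoproterenol alone without NPY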
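Assay system: HEK293 cells with Y1 receptor plus CNG channel | Probe or stimulus: NPY (25 nM), isoproterenol (1 µM), Ro 20-1724 (25 µM) | Timing: Compound incubation 1 h at room temperature, readout 45 min post-stimulation | Measured by: Membrane-potential fluorescent dye readout | Benchmarks: High control isoproterenol alone, low control NPY with isoproterenol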
NPY2 pot ag – NPY-Y2 potentiators or agonists, primary screen, cell-based; AID 1359, 2008; activation, % at 3.6 µM; Neuropeptide Y receptor type 2 (Homo sapiens), P49146; cells expressing NPY-Y2, potentiator/agonist read-out; 220,000 tested, 0.45% active; in the data active = activation above about 27%;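 also: cells stimulated with NPY near EC25 plus isoproterenol at EC100; 0% = vehicle plus submaximal agonist and 100% = vehicle plus saturating agonist; some results beyond the cut were filed as inactive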
Target sequence (P49146 whole entry, looked up): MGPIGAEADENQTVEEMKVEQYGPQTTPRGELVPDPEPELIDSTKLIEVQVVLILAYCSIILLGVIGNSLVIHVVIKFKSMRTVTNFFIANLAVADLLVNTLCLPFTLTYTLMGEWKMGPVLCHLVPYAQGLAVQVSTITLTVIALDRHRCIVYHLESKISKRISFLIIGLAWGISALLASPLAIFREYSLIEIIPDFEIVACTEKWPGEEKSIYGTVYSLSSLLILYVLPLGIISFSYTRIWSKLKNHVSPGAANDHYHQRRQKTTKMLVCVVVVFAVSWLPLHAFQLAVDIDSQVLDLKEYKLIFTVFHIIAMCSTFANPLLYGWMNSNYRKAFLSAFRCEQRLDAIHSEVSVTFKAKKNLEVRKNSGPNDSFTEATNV
Ba/F3 V617F tox – reduced viability of JAK2V617F-dependent Ba/F3 cells, primary screen, JAK2V617F inhibitor project, cell-based, Ba/F3 EpoR-JAK2V617F, luminescence | inhibition, % at 5.6 µM | AID 1446, 2008 | ATP luminescence | 220,000 tested, 1.1% active;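 active = inhibition above the campaign mean plus 3 SD over all tested compounds, cut at about 24% in these data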;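 also: cytokine-independent growth of Ba/F3 cells driven by EpoR plus mutant JAK2; 0% = DMSO-treated cells and 100% = JAK inhibitor I control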
Runt-CBFb FRET – inhibitors of RUNX1 Runt–CBFb binding, primary screen, biochemical, FRET, Cerulean-Runt, Venus-CBFb, uHTS; Runt-related transcription factor 1 (Homo sapiens) + Core-binding factor subunit beta …; Cerulean-Runt/Venus-CBFb FRET ratio 530/480, 1 h; inhibition, % at 20 µM; 220,000 tested, 0.46% active;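 active = inhibition over about 50% at 20 µM in the single-dose screen, limit read from the data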;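 also: 0% = DMSO wells and 100% = excess unlabeled CBFb competitor control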
Target sequence (Q01196 whole entry, looked up): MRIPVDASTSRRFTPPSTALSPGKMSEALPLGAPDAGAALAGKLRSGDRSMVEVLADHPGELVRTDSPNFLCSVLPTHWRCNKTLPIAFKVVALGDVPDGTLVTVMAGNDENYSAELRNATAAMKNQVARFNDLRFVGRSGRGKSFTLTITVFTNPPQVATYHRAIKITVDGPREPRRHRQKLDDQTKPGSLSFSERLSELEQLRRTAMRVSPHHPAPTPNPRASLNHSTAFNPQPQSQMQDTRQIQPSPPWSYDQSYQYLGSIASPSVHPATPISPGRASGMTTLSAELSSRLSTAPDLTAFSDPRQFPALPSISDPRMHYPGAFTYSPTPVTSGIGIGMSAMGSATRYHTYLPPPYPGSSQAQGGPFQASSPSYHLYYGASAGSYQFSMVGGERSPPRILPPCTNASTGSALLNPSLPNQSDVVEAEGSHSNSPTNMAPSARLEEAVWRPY
Target sequence (Q13951 whole entry, looked up): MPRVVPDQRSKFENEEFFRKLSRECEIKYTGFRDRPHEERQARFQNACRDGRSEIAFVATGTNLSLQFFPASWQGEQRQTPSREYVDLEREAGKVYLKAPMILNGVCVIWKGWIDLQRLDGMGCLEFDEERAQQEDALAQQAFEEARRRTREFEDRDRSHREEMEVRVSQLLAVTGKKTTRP
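Measured by: fluorescence energy transfer, 422 nm excitation, 530/480 nm emission; Assay system: Cerulean-Runt domain; Medium: Tris pH 7.5 buffer with BSA; Measure: loss of energy transfer signal; Controls: 5 µM unlabeled CBFb as full-inhibition high control; Incubation: protein complex preformed 1 h, compound exposure 1 h, room temperature, dark.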
S1P4 antag – S1P4 receptor antagonists, primary screen, cell-based | S1P4-expressing cells, antagonist mode, reporter read-out | AID 1510, 2009 | 220,000 tested, 0.26% active | inhibition, % at 4.98 µM | Sphingosine 1-phosphate receptor 4 (Homo sapiens), O95977; in the data active = inhibition above about 29%;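 also: 0% = wells stimulated with agonist and 100% = vehicle wells without agonist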
NPY-Y1 PAM-ag – NPY-Y1 receptor potentiators or agonists, primary screen, cell-based | Neuropeptide Y receptor type 1 (Homo sapiens), P25929 | NPY-Y1 expressing cells, potentiator/agonist activation | activation, % at 3.6 µM | 220,000 tested, 0.37% active | AID 1304, 2008; in the data active = activation above about 33%, passing the limit was not always enough;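 also: cells stimulated with NPY at EC10 then isoproterenol at EC100; 0% = low agonist plus stimulus and 100% = saturating agonist plus stimulus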
S1P4 ag – S1P4 receptor agonists, primary screen, cell-based; S1P4-expressing cell line, agonist reporter assay; 220,000 tested, 0.35% active; Sphingosine 1-phosphate receptor 4 (Homo sapiens), O95977; activation, % at 4.98 µM; in the data active = activation above about 11%;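 also: 0% = DMSO vehicle and 100% = reference agonist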
RBBP9 inh – human RBBP9 inhibitors, primary screen, biochemical, fluorescence polarization, FP-Rh probe, HTS; Serine hydrolase RBBP9 (Homo sapiens), O75884; recombinant RBBP9; inhibition, % at 7.94 µM; 220,000 tested, 0.2% active; AID 1515, 2009;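 active = inhibition above the campaign mean of all tested compounds plus 3 SD, cut at about 14% in these data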;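 also: plate controls were DMSO wells with RBBP9 for no effect and wells lacking RBBP9 protein for full effect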
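Test system: recombinant human RBBP9; Timing: 30 min then 45 min, 25 °C; Detection: fluorescence polarization; Control set: RBBP9 with DMSO as uninhibited control, no-protein wells as full inhibition; Compound dosing: one concentration, 7.94 µM nominal, 0.794% DMSO; Probe or stimulus: FP-Rh activity-based probe, 375 nM before mixing.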
* = called active by the depositor; x = no result given.

The first 6 entries as a preview:
Keys – A = BaF3 tox; B = NPY Y1 blocker; C = NPY2 pot ag; D = Ba/F3 V617F tox; E = Runt-CBFb FRET; F = S1P4 antag; G = NPY-Y1 PAM-ag; H = S1P4 ag; I = RBBP9 inh
Cc1cccc(NC(=O)CSc2nnc(CCC(=O)Nc3ccc(C)c(Cl)c3)n2C)c1
  A: 2 | B: 4 | C: -7 | D: 1 | E: -3 | F: -18 | G: -17 | H: -0.7 | I: -3

CCn1ncc(/C=N/N=C2\CCC3C4CCc5cc(O)ccc5C4CCC23C)c1C (configuration not stated)
  A: 3 | B: 2 | C: 0 | D: 2 | E: 1 | F: -7 | G: -10 | H: 0.5 | I: -14

COc1ccc(NC(=O)CCN2C(=O)[C@@H]3[C@H](C2=O)[C@H]2C=C[C@@H]3C2)cc1
  A: -4 | B: x | C: -17 | D: 0 | E: 0 | F: 10 | G: -4 | H: 0.6 | I: -5

COc1ccc(-c2cc(C(F)(F)F)nc(N3CCOCC3)n2)cc1OC
  A: 6 | B: 7 | C: -6 | D: -4 | E: -2 | F: -18 | G: 20 | H: 1.1 | I: -4

ClCc1csc(-c2ccccc2Cl)n1
  A: 4 | B: 1 | C: -45 | D: 2 | E: 0 | F: -14 | G: 11 | H: -2.5 | I: -3

CC(C)COP(=O)(OCC(C)C)C(O)c1ccc2c(c1)OCO2 (configuration not stated)
  A: -1 | B: x | C: -12 | D: -5 | E: -2 | F: -8 | G: 6 | H: -0.9 | I: -6

The whole of this part, repeating the preview:
Keys – A = BaF3 tox; B = NPY Y1 blocker; C = NPY2 pot ag; D = Ba/F3 V617F tox; E = Runt-CBFb FRET; F = S1P4 antag; G = NPY-Y1 PAM-ag; H = S1P4 ag; I = RBBP9 inh
Cc1cccc(NC(=O)CSc2nnc(CCC(=O)Nc3ccc(C)c(Cl)c3)n2C)c1
  A: 2 | B: 4 | C: -7 | D: 1 | E: -3 | F: -18 | G: -17 | H: -0.7 | I: -3

CCn1ncc(/C=N/N=C2\CCC3C4CCc5cc(O)ccc5C4CCC23C)c1C (configuration not stated)
  A: 3 | B: 2 | C: 0 | D: 2 | E: 1 | F: -7 | G: -10 | H: 0.5 | I: -14

COc1ccc(NC(=O)CCN2C(=O)[C@@H]3[C@H](C2=O)[C@H]2C=C[C@@H]3C2)cc1
  A: -4 | B: x | C: -17 | D: 0 | E: 0 | F: 10 | G: -4 | H: 0.6 | I: -5

COc1ccc(-c2cc(C(F)(F)F)nc(N3CCOCC3)n2)cc1OC
  A: 6 | B: 7 | C: -6 | D: -4 | E: -2 | F: -18 | G: 20 | H: 1.1 | I: -4

ClCc1csc(-c2ccccc2Cl)n1
  A: 4 | B: 1 | C: -45 | D: 2 | E: 0 | F: -14 | G: 11 | H: -2.5 | I: -3

CC(C)COP(=O)(OCC(C)C)C(O)c1ccc2c(c1)OCO2 (configuration not stated)
  A: -1 | B: x | C: -12 | D: -5 | E: -2 | F: -8 | G: 6 | H: -0.9 | I: -6

CC1CCCN(c2ccc([N+](=O)[O-])s2)C1 (configuration not stated)
  A: 1 | B: 0 | C: 2 | D: -3 | E: 7 | F: 1 | G: 12 | H: 0.6 | I: -9

COC(=O)c1ccc(N/N=C/c2cc([N+](=O)[O-])cc(OC)c2O)cc1
  A: 4 | B: -3 | C: -2 | D: -4 | E: -11 | F: 0 | G: 3 | H: 2.0 | I: -2

Cc1csc(NC(=O)C2C3C=CC(O3)C2C(=O)O)n1 (configuration not stated)
  A: 5 | B: 4 | C: 0 | D: -2 | E: 5 | F: -3 | G: 14 | H: 2.3 | I: 1

O=C(c1ccc([N+](=O)[O-])cc1)N1CCN(Cc2ccccc2)CC1
  A: 8 | B: 2 | C: 15 | D: -2 | E: 0 | F: -25 | G: -6 | H: 2.0 | I: -4

CCOc1cc(NC(=O)c2ccccc2C)c(OCC)cc1NC(=O)C1=Cc2ccccc2OC1
  A: 0 | B: -2 | C: 5 | D: 2 | E: -2 | F: -13 | G: -7 | H: 0.5 | I: -8

CS(=O)(=O)N(Cc1ccc(C(=O)NCc2ccco2)cc1)c1ccccc1
  A: 3 | B: -3 | C: -5 | D: 2 | E: -3 | F: 29 | G: 1 | H: -3.8 | I: -9

Cc1ccc2nc(-c3ccccc3O)c(Nc3ccc4c(c3)OCCO4)n2c1
  A: -1 | B: 12 | C: -7 | D: 1 | E: -1 | F: -13 | G: -27 | H: 4.3 | I: -4

O=C(Oc1ccc(Cl)cc1)c1ccc(N2CCOCC2)c([N+](=O)[O-])c1
  A: 7 | B: 5 | C: 0 | D: 0 | E: -3 | F: -6 | G: -18 | H: 2.7 | I: -5

Cc1ccc(C(=O)CC(C(=O)O)n2ccc(C)n2)cc1 (configuration not stated)
  A: 1 | B: 7 | C: 3 | D: 0 | E: 2 | F: -3 | G: -33 | H: 2.4 | I: 1

CCCCN1CNC(=S)N(Cc2ccccc2)C1
  A: 2 | B: 3 | C: -5 | D: -2 | E: 0 | F: -6 | G: 9 | H: 0.0 | I: -3

COc1c(C)cc(C(=O)C2CCCN(C(=O)CCc3scnc3C)C2)cc1C (configuration not stated)
  A: 4 | B: -5 | C: -2 | D: 2 | E: 1 | F: 3 | G: -6 | H: -0.1 | I: -13

CCOC(=O)C1=C(C)NC(C)=C(C(=O)OCC)C1c1ccc(C)o1
  A: 2 | B: x | C: -13 | D: -2 | E: -2 | F: -1 | G: 21 | H: -0.5 | I: 8

CN(C)c1ccc(CNC(=O)c2ccc(CNc3c(N4CCCCC4)c(=O)c3=O)cc2)cc1
  A: 6 | B: -1 | C: 2 | D: 2 | E: 6 | F: -22 | G: -1 | H: 3.0 | I: 3

O=C1c2ccccc2NC(c2ccccc2)N1Cc1ccco1 (configuration not stated)
  A: 12 | B: 3 | C: 9 | D: 0 | E: 2 | F: -20 | G: 2 | H: -0.1 | I: -10

Cc1noc(NS(=O)(=O)c2ccc(N/C=C\C(=O)c3ccccc3)cc2)c1C
  A: 3 | B: -1 | C: -11 | D: -1 | E: 0 | F: 0 | G: -10 | H: -1.0 | I: 8

COCCCNc1nc(N)c([N+](=O)[O-])c(Nc2ccccc2OC)n1
  A: -2 | B: x | C: 2 | D: 1 | E: -3 | F: 5 | G: 17 | H: -0.4 | I: -8

CC(=O)Nc1ccc(C(=O)OCC(=O)Nc2ccc([N+](=O)[O-])cc2C(F)(F)F)cc1
  A: 6 | B: 2 | C: -1 | D: -2 | E: -1 | F: -15 | G: -12 | H: 1.1 | I: -5

N#C/C(=C\c1c(N2CCCCC2)nc2ccccn2c1=O)C(=O)NCc1ccco1
  A: 2 | B: 17 | C: 3 | D: -5 | E: 65* | F: -3 | G: 11 | H: -0.1 | I: -4

CC12CN(Cc3ccccc3)CC(C)(CN(Cc3ccccc3)C1)C2=O
  A: 6 | B: 10 | C: -13 | D: 2 | E: 2 | F: 10 | G: -28 | H: -1.9 | I: -16

CCc1nnc(NC(=O)CSc2nnc(C)n2CC2CCCO2)s1 (configuration not stated)
  A: 4 | B: 1 | C: -10 | D: -3 | E: -1 | F: 4 | G: -17 | H: -2.4 | I: -4

Cn1c(=O)c2c(SCC(=O)N3CCCc4ccccc43)nc(CC(C)(C)C)nc2n(C)c1=O
  A: 5 | B: -1 | C: 7 | D: -1 | E: x | F: -21 | G: -16 | H: -2.4 | I: -10

Cc1cnn(C(=S)NCc2ccco2)c1
  A: 3 | B: 4 | C: 0 | D: 3 | E: 8 | F: -13 | G: -12 | H: 2.9 | I: -2

Cc1cccc(NC(=O)Cc2cccs2)n1
  A: 4 | B: -5 | C: 2 | D: -2 | E: 2 | F: -2 | G: -7 | H: -1.8 | I: -5

O=C(O)c1cc(S(=O)(=O)N2CCCCCC2)ccc1Cl
  A: 3 | B: -3 | C: 2 | D: -1 | E: -2 | F: 7 | G: -17 | H: 1.0 | I: -3

The results go on.
Compound	BaF3 tox	NPY Y1 blocker	NPY2 pot ag	Ba/F3 V617F tox	Runt-CBFb FRET	S1P4 antag	NPY-Y1 PAM-ag	S1P4 ag	RBBP9 inh
CCOC(=O)C1=C(C)NC(C)=C(C(=O)OCC)C1C(=O)OCC(=O)N(C)C	0	x	-5	-1	2	-14	14	0.6	4
CC(C)C(=O)NC(=S)Nc1sc2c(c1C(N)=O)CCCC2	3	7	0	-2	17	-10	-7	-1.2	-2
O=C(NC1(C(F)(F)F)C(=O)Nc2c1c(=O)[nH]c(=O)n2-c1ccc(F)cc1)c1cccnc1 (configuration not stated)	-1	0	9	0	-1	-6	6	-0.1	-4
Cc1oc(-c2ccc(Cl)cc2)cc1C(=O)NC1CCN(Cc2ccccc2)CC1	0	x	-19	-1	1	-14	-15	-1.0	-10
CCC(C)N1CC23C=CC(O2)C(C(=O)OCc2ccccc2)C3C1=O (configuration not stated)	5	-7	6	1	4	4	22	-1.8	2
CCOc1ccc2cc(/C=C/C(=O)c3ccco3)c(Cl)nc2c1	2	1	-4	2	-264	3	-23	-2.4	-16
N#C/C(=C\c1ccc(OC(=O)c2ccc(Br)s2)cc1)c1nc2ccccc2[nH]1	0	1	3	-3	-34	-11	24	2.2	-11
CCN(c1ccccc1)S(=O)(=O)c1ccc(OC)c(NC(=O)c2cccs2)c1	9	0	-16	2	0	-55	-19	0.1	2
CCOc1cc(C)c(Cl)cc1S(=O)(=O)NCc1ccc2c(c1)OCO2	2	3	-2	-1	-1	-8	-11	0.2	-10
CCOc1cc(C(=O)N2CCc3cc(OC)c(OC)cc3C2)ccc1OC(F)F	78*	3	-7	83*	-6	1	-3	1.3	-4
CCOC(=O)c1ccc(COC(=O)CCc2nc3ccccc3[nH]c2=O)o1	0	-3	-1	3	0	-13	-14	-0.4	-8
CCCN(CC1CC1)c1nc(N)c2c(N)nc(OC)cc2c1C#N	7	-6	0	1	-7	-5	-7	-1.0	4
O=C(O)/C=C/C(=O)N1CCN(S(=O)(=O)c2cc(C(F)(F)F)ccc2Cl)CC1	13	2	-5	9	1	8	12	0.2	-9
COc1ccc(COCC(O)CN2CCc3ccccc3C2)cc1OC (configuration not stated)	5	11	-3	0	0	9	-8	-0.2	-1

Screens from PubChem.
